# OXTR ag – activates the human oxytocin receptor | CHO-OTR cells, Fluo-8 calcium fluorescence; normalized: DMSO 0%, oxytocin 100% | activation, % at 3 µM | actives 0.32% (n = 320,000) | AID 2435;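 active = activation above the mean of all tested compounds plus 3 SD, cutoff set per screening run, cut at about 20% in these data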;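 note: peak over basal fluorescence ratio from a 100 s FLIPR kinetic read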
# Target sequence (P30559 whole entry, looked up): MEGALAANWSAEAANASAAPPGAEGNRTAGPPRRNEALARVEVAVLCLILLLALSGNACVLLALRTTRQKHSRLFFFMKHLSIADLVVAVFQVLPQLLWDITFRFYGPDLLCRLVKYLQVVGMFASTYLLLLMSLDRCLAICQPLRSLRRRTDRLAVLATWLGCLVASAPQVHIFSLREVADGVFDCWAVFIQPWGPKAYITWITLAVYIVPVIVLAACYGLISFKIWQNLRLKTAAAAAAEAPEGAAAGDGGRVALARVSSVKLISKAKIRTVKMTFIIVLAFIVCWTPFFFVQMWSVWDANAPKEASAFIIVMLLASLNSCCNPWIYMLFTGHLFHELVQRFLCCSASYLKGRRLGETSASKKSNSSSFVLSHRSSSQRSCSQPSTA
# MEKK2 WT-MEK5 – raises or lowers MEK5 binding to wildtype human MEKK2 PB1 domain; actives 1.1% (n = 290,000); Q9Y2U5; binding response (% of control), % at 10 µM; bead flow cytometry, Alexa488-MEK5 binding to MEKK2 WT; actives lie on both sides; in the data active = binding response below about 67% or above about 130%
# PHOSPHO1 block – PHOSPHO1 (human) inhibition. AID 1565. inhibition, % at 13.3 µM. actives 1.1% (n = 290,000). recombinant PHOSPHO1, absorbance phosphatase assay; in the data active = inhibition above about 60%
# Target sequence (Q8TCT1 whole entry, looked up): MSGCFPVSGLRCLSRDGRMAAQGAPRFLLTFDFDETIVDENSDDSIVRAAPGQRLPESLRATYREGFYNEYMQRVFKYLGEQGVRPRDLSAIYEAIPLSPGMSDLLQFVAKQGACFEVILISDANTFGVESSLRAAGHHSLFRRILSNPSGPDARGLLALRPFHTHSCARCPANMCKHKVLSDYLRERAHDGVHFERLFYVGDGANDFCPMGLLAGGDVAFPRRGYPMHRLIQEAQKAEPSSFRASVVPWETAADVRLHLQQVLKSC
# DNA FID counter – displaces DNA intercalator in HCV helicase counter-screen; DNA fluorescent intercalator displacement, fluorescence; inhibition, % at 7.9 µM; actives 0.17% (n = 290,000); AID 1845; in the data active = inhibition above about 37%;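 note: 0% = vehicle and 100% = reference compound; higher means more ethidium bromide displaced from hairpin DNA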
# NALP1 yeast inh – NALP1 inhibition | S. cerevisiae NALP1/ASC/caspase-1 growth, X-gal OD620, 72 h | inhibition, % at 10 µM | actives 0.61% (n = 280,000); in the data active = inhibition mostly above about 24%, no sharp cut-off; inactive = mostly below about 32%; note: some compounds called inactive have numbers as strong as hits
# MEKK3 PB1 HTS – raises or lowers MEK5 binding to the human MEKK3 PB1 domain | Q99759 | bead-based flow cytometry, Alexa488-MEK5 binding to MEKK3; actives lie on both sides; 0 = blocked by unlabeled MEK5, 100 = vehicle | binding response (% of control), % at 10 µM | actives 1.4% (n = 290,000) | AID 1529;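 active = binding response more than 3 SD above or below the average of its plate-row segment, actives on both sides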;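 note: Alexa488 bead fluorescence after subtracting the streptavidin-only scavenger bead signal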
# GPR7 antag – human neuropeptides B/W receptor 1 antagonism; P48145; GPR7-expressing cells, fluorescence antagonist assay; inhibition, % at 4.4 µM; actives 1.1% (n = 290,000); in the data active = inhibition above about 16%, passing the limit was not always enough;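 note: cells stimulated with the agonist NPW; 0% = agonist with vehicle and 100% = vehicle without agonist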
# Target sequence (P48145 whole entry, looked up): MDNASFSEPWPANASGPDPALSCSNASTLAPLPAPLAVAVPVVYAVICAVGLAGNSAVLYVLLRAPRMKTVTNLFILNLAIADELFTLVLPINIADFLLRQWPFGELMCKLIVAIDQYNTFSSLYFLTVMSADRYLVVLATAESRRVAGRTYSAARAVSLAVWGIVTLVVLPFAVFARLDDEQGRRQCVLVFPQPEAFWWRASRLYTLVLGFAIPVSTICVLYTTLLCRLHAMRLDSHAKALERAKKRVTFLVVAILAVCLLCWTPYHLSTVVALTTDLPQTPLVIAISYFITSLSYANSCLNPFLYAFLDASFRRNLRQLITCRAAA
# M18AAP inhibitor – PfM18AAP enzyme inhibition | inhibition, % at 7.35 µM | AID 1822 | recombinant PfM18AAP, H-Glu-NHMec fluorogenic cleavage | actives 1.2% (n = 290,000);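 active = inhibition above the campaign mean inhibition over all tested compounds plus 3 SD, cut at about 28% in these data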;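 note: 0% = plate median of test compound wells and 100% = 2 mM ZnCl2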
# MEKK2mut PB1 HTS – signal of MEK5 binding to mutant human MEKK2 PB1 domain. bead flow cytometry, Alexa488-MEK5 binding to MEKK2 mutant. percent response, % at 10 µM. actives 0.35% (n = 290,000); in the data active = percent response above about 24%, passing the limit was not always enough; note: inactives centre near 1; some results filed as inactive read as strong as hits; reference of the scale not given here
# Numbers without * were called inactive; . = not tested or not shown; [ ] = remark or other dose.
SMILES,OXTR ag,MEKK2 WT-MEK5,PHOSPHO1 block,DNA FID counter,NALP1 yeast inh,MEKK3 PB1 HTS,GPR7 antag,M18AAP inhibitor,MEKK2mut PB1 HTS
O=C(c1cnn2c(C(F)F)cc(-c3ccccc3)nc12)N1CCc2ccccc21,-1.9,96,-9,1,12,100,-14,-6,-5
COc1ccc2nc(NC(=O)CSc3nc4ccccc4o3)sc2c1,0.8,103,-2,0,17,101,-10,-10,4
CCOC(=O)c1c(S(=O)(=O)NCC2CCN(Cc3cccc(F)c3)CC2)c(C)n(C)c1C,-2.2,122,65*,7,16,106,-6,4,12
CCOC(=O)NN1C(=O)c2ccccc2NC1c1ccc(OC)cc1 (stereo unspecified),-0.4,100,3,-4,15,124,-8,0,0
CC(=O)c1ccc(NC(=O)CN2CCN(c3ccccc3)CC2)cc1,0.9,102,19,-5,15,98,32,-7,-4
Cc1cccc(OCC(=O)Nc2nnc(S(=O)(=O)N3CCCCC3)s2)c1,1.5,105,25,-32,0,100,-4,3,5
O=S(=O)(c1ccc(Cl)c(NC(=S)N/N=C/c2ccc(O)cc2)c1)N1CCOCC1,5.5,113,0,-6,14,111,-12,15,4
CC1CCCN(C(=O)COC(=O)Cc2ccc(Cl)cc2)C1 (stereo unspecified),-0.7,109,27,-13,-9,106,4,0,10
COc1ccc(NC(=O)c2ccc(C)o2)c([N+](=O)[O-])c1,-1.9,106,-6,6,24,103,-1,-3,1
Cc1ccc(NC(=O)CS(=O)(=O)c2cn(C)c3ccccc23)c(C)c1,-1.8,97,31,.,-8,105,.,.,10
Clc1ccc(-c2cn3ccccc3n2)cc1,-2.0,113,30,-3,33,110,4,6,7
CCn1c(SCC(=O)Nc2ccccc2C(=O)OC)nnc1-c1ccoc1C,-1.0,102,-6,-12,-1,107,-11,-1,6
COc1ccc2c(c1)CCCC21NC(=O)N(CC(N)=O)C1=O (stereo unspecified),0.5,97,38,1,-11,99,-13,-11,0
COCCCNC(=O)Cc1ccc(-n2c(C)nc3cccnc32)cc1,.,104,35,-8,8,103,6,-2,0
Cc1nc2sc(C(c3ccco3)N3CCN(c4ccccc4)CC3)c(O)n2n1 (stereo unspecified),-0.7,111,1,-1,.,107,2,1,5
CC1CC(=O)Nc2ccccc2N1S(=O)(=O)c1ccc(C(F)(F)F)cc1 (stereo unspecified),0.3,111,0,-11,3,105,-3,-3,10
COc1ccc(C(=O)NCc2cn3c(C)csc3n2)cc1OC,1.0,107,-6,-1,0,104,-3,4,1
COc1ccc(OC)c(N(CC(=O)Nc2ccc(NC(C)=O)cc2)S(C)(=O)=O)c1,-0.3,98,1,-7,2,95,-7,4,1
COc1ccc(NC(=S)NC(=O)/C=C/c2ccco2)c(OC)c1,-1.3,99,3,-15,-5,98,-8,1,2
NC(=O)C(c1ccccn1)c1ncc(C(F)(F)F)cc1Cl (stereo unspecified),-0.4,52,30,-6,-16,40*[inhibitor],3,-11,-14
O=C(COc1ccccc1-c1ccccc1)c1ccccc1,0.3,90,-6,-2,32,97,-18,-1,3
CC(NC(=O)Cn1cccc1)c1ccccc1 (stereo unspecified),0.2,101,2,-2,3,101,-1,-6,-2
O=C(COC(=O)COc1ccc(Cl)cc1)Nc1ccc(F)c([N+](=O)[O-])c1,5.9,90,-6,14,30,85,0,-13,-4
O=Cc1cn(-c2ccccc2)nc1-c1cc2cc(O)ccc2oc1=O,1.6,102,-14,3,-28,101,10,-8,3
CC1(C)CC(=O)C(C=Nc2cccnc2)=C(O)C1,0.7,90,-30,-2,12,90,-7,3,-7
COc1ccc(-n2nnc3c(SCC(=O)NCC4CCCO4)ncnc32)cc1 (stereo unspecified),9.9,.,-11,-6,-26,.,-6,-3,.
COc1cc(NC(=O)c2ccccc2C)c(OC)cc1NC(=O)CN1CCOCC1,0.1,81,32,-29,6,98,-4,1,-9
O=C(Nc1ccccc1)Nc1scc2c1c(=O)oc1ccccc12,0.3,84,42,-1,.,81,-13,-4,-21
CCOCCOC(=O)COc1ccc(N2C(=O)c3ccccc3C2=O)cc1,.,96,1,-18,-20,99,-6,4,5
CC(C)(C)n1nc2c(c1NC(=O)c1ccc(S(=O)(=O)N3CCCC3)cc1)CS(=O)C2 (stereo unspecified),0.3,98,0,-11,4,103,3,0,1
Cc1ccc(CNC(=O)CN(c2ccc(C)cc2)S(=O)(=O)c2c(C)n[nH]c2C)cc1,-0.8,93,48,-37,16,98,-12,-11,-2
NC(=O)c1ccc(Nc2ccc([N+](=O)[O-])cc2[N+](=O)[O-])cc1,1.9,104,42,4,12,105,12,2,0
O=C1COc2ccc(S(=O)(=O)N3CCN(c4ccccc4)CC3)cc2N1,3.3,94,44,-28,4,96,5,2,0
Cn1c(C(=O)N(Cc2ccccc2)Cc2cccs2)cc2sccc21,-0.4,92,-16,-4,-4,90,0,1,1
CCOC(=O)c1csc(COc2ccccc2Cl)n1,-2.5,100,13,-17,.,101,-3,-5,-5
CC(C)CC(NS(=O)(=O)c1cccc(C(=O)O)c1)C(=O)O (stereo unspecified),0.0,104,33,3,11,102,-2,7,3
N#CC1=C2SCN(Cc3ccccc3)CN2C(=O)CC1c1cccs1 (stereo unspecified),1.1,104,68*,-7,3,103,-3,20,8
O=C(CN1C(=O)NC2(CCc3ccccc32)C1=O)Nc1cc(C(F)(F)F)ccc1N1CCOCC1 (stereo unspecified),8.4,99,5,.,-6,96,.,.,-6
COc1ccc(OCC(=O)Nc2sc3c(c2C(=O)NCC2CCCO2)CCC3)cc1 (stereo unspecified),-2.1,90,32,-6,20,92,2,3,-2
CCOC(=O)N1CCN(Cc2nnc(-c3ccccc3Cl)o2)CC1,1.8,105,20,-7,29,107,-18,-6,8
CC(=O)N1c2ccc(N=Cc3cc(Br)cc(Br)c3O)cc2CC1C (stereo unspecified),1.1,78,35,-1,.,97,4,10,0
Nc1ccn([C@@H]2O[C@H](CO)[C@@H](O)[C@@H]2O)c(=O)n1,0.1,100,11,1,3,90,-8,-5,1
N#Cc1ccc(Cl)cc1NC(=O)CNCc1cccs1,-0.7,93,24,4,29,91,3,7,-17
COC(=O)c1cc(NC(=O)CSc2nncn2C)cc(C(=O)OC)c1,-0.4,110,8,0,13,108,-12,-11,6
O=C(Cc1ccccc1)NCC(=O)Nc1ccc(OC(F)(F)F)cc1,6.7,107,32,-6,24,106,-8,-2,0
O=S(=O)(c1ccccc1)c1cnc(-c2cccnc2)nc1-c1ccc(Cl)c(Cl)c1,-0.1,101,-7,2,17,102,-12,-16,1
C[C@@H](NC(=O)[C@@H]1Cc2ccccc2CN1)C(=O)NCc1ccco1,0.4,111,38,-7,13,99,-17,7,3
COc1ccc(S(=O)(=O)Nc2ccccn2)cc1OC,0.4,95,-10,-2,28,100,4,-2,0

# Random excerpt: four compounds from above.
SMILES,OXTR ag,MEKK2 WT-MEK5,PHOSPHO1 block,DNA FID counter,NALP1 yeast inh,MEKK3 PB1 HTS,GPR7 antag,M18AAP inhibitor,MEKK2mut PB1 HTS
CC1(C)CC(=O)C(C=Nc2cccnc2)=C(O)C1,0.7,90,-30,-2,12,90,-7,3,-7
COc1ccc(OCC(=O)Nc2sc3c(c2C(=O)NCC2CCCO2)CCC3)cc1 (stereo unspecified),-2.1,90,32,-6,20,92,2,3,-2
CCOCCOC(=O)COc1ccc(N2C(=O)c3ccccc3C2=O)cc1,.,96,1,-18,-20,99,-6,4,5
C[C@@H](NC(=O)[C@@H]1Cc2ccccc2CN1)C(=O)NCc1ccco1,0.4,111,38,-7,13,99,-17,7,3

# The list goes on:
SMILES,OXTR ag,MEKK2 WT-MEK5,PHOSPHO1 block,DNA FID counter,NALP1 yeast inh,MEKK3 PB1 HTS,GPR7 antag,M18AAP inhibitor,MEKK2mut PB1 HTS
CCn1cnc2c1c(=O)n(Cc1csc(-c3ccccc3)n1)c(=O)n2Cc1ccccc1,0.4,107,-16,-30,8,101,-2,4,3
Cc1ccc(-c2n[nH]c(Cc3ccccc3)n2)cc1,-0.7,107,58,-20,11,103,9,-1,-2
O=C(O)c1ccc(NS(=O)(=O)c2cccc(C(=O)Nc3ccc([N+](=O)[O-])cc3)c2)cc1,-0.1,106,15,-20,5,102,-10,3,3
CCOC(=O)c1c(-c2ccc(C)cc2)cn2ccccc12,-2.1,103,-23,-7,1,104,3,0,5
COc1ccccc1NC(=O)CSc1nncn1-c1ccccc1,-0.7,103,-1,-7,11,101,-12,-8,7
CCCNC(=O)C1CN(S(=O)(=O)c2ccc(C)cc2)c2ccccc2O1 (stereo unspecified),-0.8,96,15,-30,8,96,-3,-4,0
COc1ccc2c(c1OC)C(=O)OC2c1c(O)nc(SC)n(-c2ccccc2)c1=O (stereo unspecified),1.3,102,31,-14,7,103,-5,-14,4
N#Cc1ccc(S(=O)(=O)Nc2ccc3ccccc3n2)cc1,1.4,89,38,-3,28,91,-13,-16,-13
CCC(C(=O)Nc1ccccc1C(=O)N1CCCC1)N1C(=O)c2ccccc2C1=O (stereo unspecified),0.7,100,-25,-7,13,99,-5,-8,2
COc1ccc(CCC(=O)N2CCCC(Nc3ccc(C)c(C)c3)C2)cc1OC (stereo unspecified),-0.7,102,14,-28,13,103,-12,12,8
CCOc1ccc(S(=O)(=O)NCCCl)cc1,-0.8,94,34,1,7,96,5,-12,-4
O=C(NCc1cc([N+](=O)[O-])ccc1O)c1cccnc1Sc1ccccc1,2.5,101,25,6,5,101,1,4,4
Cc1nc(CCNC(=O)CC2C(=O)NCCN2CC(C)(C)C)nc2c1CCC2 (stereo unspecified),0.5,96,20,-30,16,94,-5,-7,-4
CC(C)c1ccc(NC(=O)C(c2ccccc2)N2CCN(C=O)CC2)cc1 (stereo unspecified),-0.3,104,18,-27,9,102,21,1,3
O=C(NC1CCCCC1)c1ccccc1NC(=S)NC(=O)C1CC1,-0.4,99,-7,1,16,96,-8,-1,-2
CCC(C(=O)Nc1ccc(S(=O)(=O)Nc2ncccn2)cc1)c1ccccc1 (stereo unspecified),-0.1,99,15,-14,6,95,-19,-7,5
Cc1cc(C)cc(Oc2ccccc2CO)c1,.,99,37,-9,1,103,-8,-3,-1
CCOC(=O)C(NCc1ccco1)(NC(=O)c1ccc(OC)cc1)C(F)(F)F (stereo unspecified),0.3,114,11,-1,-7,109,-16,1,15
CCN(CC)CCCNC(=O)c1cn(-c2cccc(OC)c2)c(=O)c2ccccc12,-0.4,111,38,1,11,106,7,-17,5
COc1ccc(OC)c(CC(NC(C)=O)C(=O)NC2CCN(S(=O)(=O)c3ccc(NC(C)=O)cc3)CC2)c1 (stereo unspecified),-0.2,110,36,-27,-8,106,1,0,11
COc1ccc(C(=O)c2ccc(N3CCN(C(=O)c4ccc(F)cc4)CC3)c(F)c2)cc1Br,2.1,101,-9,-8,14,105,-1,-2,11
O=C(CN1CCCc2ccccc21)NCCc1ccc(F)cc1,-1.9,52,7,-32,8,45*[inhibitor],19,5,-20
O=C(O)C[C@@H](CNC(=O)COc1ccc2ccc(=O)oc2c1)c1ccc(Cl)cc1,0.0,93,38,-43,8,97,-18,4,0
Cc1ccccc1NC(=O)N1CCNC(=O)C1CC(=O)Nc1cc(Cl)ccc1Cl (stereo unspecified),-0.3,112,38,-20,15,105,0,5,8
CCn1c(SCC(=O)NNC(=O)c2ccccc2)nnc1-c1ccco1,-0.1,68,32,-6,6,73*[inhibitor],13,-7,-13
C=CCOc1ccc(C(=O)Nc2ccc(OCC)cc2)cc1,-0.1,104,48,-2,10,112,-7,0,-6

# Shown as a hit in PHOSPHO1 block, of those listed so far:
Compound,MEKK2 WT-MEK5,PHOSPHO1 block,NALP1 yeast inh,MEKK3 PB1 HTS,GPR7 antag,M18AAP inhibitor,MEKK2mut PB1 HTS
CCOC(=O)c1c(S(=O)(=O)NCC2CCN(Cc3cccc(F)c3)CC2)c(C)n(C)c1C,122,65*,16,106,-6,4,12
N#CC1=C2SCN(Cc3ccccc3)CN2C(=O)CC1c1cccs1 (stereo unspecified),104,68*,3,103,-3,20,8

# Compound activity (PubChem BioAssay)
